Bioassay records from PubChem BioAssay.
NS5 inhibitors: flavivirus cap methylation enzyme inhibition – biochemical, confirmation dose response, primary screen (AID 588689) | Dengue-2 NS5 methyltransferase capping enzyme assay, biochemical; higher % means a stronger effect | inhibition, % at 25 µM, or IC50 in µM where a hit was titrated | 0.3% of 340,000 active; in the data active = a potency from the dose series; inconclusive = inhibition above about 29% without an active follow-up result
UTI89 phage lysis: inhibition of K1F phage lysis, E. coli UTI89, bacterial capsule biogenesis inhibitors, alamar blue (AID 488966). E. coli UTI89 K1F phage lysis, alamar blue, 2 h; higher % means a stronger effect. inhibition, % at 100 µM, or IC50 in µM where a hit was titrated. 0.02% of 340,000 active;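 active = phage lysis inhibition, versus mean bacterial control, above a set limit; inconclusive = no clear call, values can overlap the other calls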;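 also: capsule biogenesis inhibitors block K1F phage lysis so surviving cells raise fluorescence; higher fluorescence means more inhibition of phage lysis; actives were called in the ten point dose series up to 300 µM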
MgcRacGAP inhibition: MgcRacGAP GTPase-activating activity inhibitors, confirmation, biochemical, ADP Hunter fluorescence; one-dose inhibition, % at 30 µM; IC50 in µM for titrated hits; 0.6% of 340,000 active; MgcRacGAP-stimulated Rac1 GTP hydrolysis, ADP Hunter fluorescence; higher % means a stronger effect; GST-tagged Rac1 F28L mutant substrate;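 active = first-screen hits whose inhibition reached a set limit at any dose in the follow-up dose series; inconclusive = inhibition above the set first-screen limit but never retested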;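 also: fluorescence reports GDP produced by GAP-driven GTP hydrolysis; strong numbers were not always called active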
NS5 inhibitors pilot replicate: second read-out of NS5 inhibitors, no call of its own (marks repeat the call); inhibition, %; measured here: pilot screen replicate inhibition
Numbers without * were called inactive; i = inactive; ? = inconclusive; [ ] = remark or other dose. Not all compounds are listed (hit frequency here may not be typical).

SMILES	NS5 inhibitors	UTI89 phage lysis	MgcRacGAP inhibition	others
O=C(C=Cc1ccc2c(c1)OCO2)c1ccccc1	-4%	2.6%	5%
CC(=O)Nc1c(Cl)cc2c(c1Cl)Cc1cc(C#N)ccc1-2	-5%	1.4%	7%
Nc1cccc(C(=O)c2ccccc2C(=O)O)c1	14%	-0.6%	2%
O=C(CC1Sc2ccccc2NC1=O)NNc1ccc(Cl)c(Cl)c1 (stereo unspecified)	0%	-0.6%	-2%
CCSC(=O)N=Nc1ccc(O)cc1	14%	0.5%	?
COC1OC(COCc2ccccc2)C(N)C(OCc2ccccc2)C1OCc1ccccc1 (stereo unspecified)	2%	-1.8%	4%
COc1ccccc1C=NN=Cc1ccccc1OC	-5%	2.1%	-6%
COc1ccc(C(=O)NCCN(C)C)c2nc3ccccc3cc12	2%	5.2%	24%
CC(=O)N(C)c1ccc(C=C2C=Cc3ccccc32)cc1	-5%	1.1%	19%
Cc1cc(C)n(-c2nc3c(c(=O)n(C)c(=O)n3C)n2Cc2cccc(Br)c2)n1	-6%	0.1%	9%
CS(=O)(=O)Cc1nc2ccccc2n1CC(=O)Nc1cccc(S(=O)(=O)N2CCCC2)c1	-4%	-0.2%	4%
NC(=O)c1cccc(-c2cnc(N)c(C(=O)c3cccnc3)n2)c1	25%	2.3%	1%
Clc1cccc(CSc2ncnc3c2ncn3C2CCCCO2)c1 (stereo unspecified)	-11%	-2.0%	3%
Oc1ccc(C=NNc2ccccn2)c(O)c1	-5%	5.7%	27µM*
CCCCn1cnc2c(SCc3ccccc3F)nc(N)nc21	1%	0.1%	-5%
O=C1OC(Cc2ccccc2)C(c2ccccc2)C1=O (stereo unspecified)	-4%	-0.6%	4%
O=C(COC(=O)c1ccc(O)cc1O)NC(=O)c1ccccc1	-1%	0.9%[50 µM]	-2%
CN(Cc1ccccc1)C(=O)c1cccc(NC(=O)Cc2ccc(NC(=O)C3CCN(C(=O)C4CCCCC4)CC3)cc2)c1	-5%	0.2%	6%
CCOC(=O)/C=C1/SCC(=O)N1CC(=O)NC12CC3CC(CC(C3)C1)C2	-6%	0.2%	7%
Cc1ccc(NC(C(=O)c2ccccc2)c2ccccc2)cc1 (stereo unspecified)	-4%	3.9%	4%
O=C(Nc1ccccc1C(F)(F)F)NC1(C(=O)N2CCOCC2)CCCCC1	9%	-2.4%	31%
Cc1ccc(S(=O)(=O)N2CCSCCSCCSCCSCC2)cc1	-6%	2.6%	2%
Nc1cccc(-c2c[nH]c3ncc(-c4cccnc4)cc23)c1	2%	1.6%	5%
Cc1cc(O)c(N=Nc2ccc(C(=O)O)cc2)cc1C	17%	-0.1%	3%
CCN(C(=O)COC(=O)c1cc(=O)[nH]c2ccccc12)c1c(N)n(Cc2ccccc2)c(=O)[nH]c1=O	-9%	-0.3%[50 µM]	-2%

In the list so far, 2 have fluorine.
SMILES	NS5 inhibitors	UTI89 phage lysis	MgcRacGAP inhibition	others
CCCCn1cnc2c(SCc3ccccc3F)nc(N)nc21	1%	0.1%	-5%
O=C(Nc1ccccc1C(F)(F)F)NC1(C(=O)N2CCOCC2)CCCCC1	9%	-2.4%	31%

Following part
SMILES	NS5 inhibitors	UTI89 phage lysis	MgcRacGAP inhibition	others
CC12CCC(C(=NO)C1=O)C2(C)C (stereo unspecified)	-2%	1.7%	-1%
O=C(Cc1cccc(NC(=O)C2CCCN(C(=O)C3CC3)C2)c1)Nc1ccc(C(=O)N2CCCCC2)cc1 (stereo unspecified)	3%	0.0%	7%	NS5 inhibitors pilot replicate=0.3
O=C(/C=C/c1ccccc1)Nc1cccc(C(=O)NC2CC2)c1	-5%	0.3%	11%
COc1ccc(C(=O)OC2C(OC)OCC(O)C2O)cc1 (stereo unspecified)	-6%	-0.1%	0%
COc1ccc(C(CC(=O)O)c2cc(OC)c(OC)c(OC)c2)cc1OC (stereo unspecified)	-4%	-1.4%	-5%
O=C1[C@H](Cc2ccccc2)NCC=CC[C@@H](c2ccco2)N1Cc1ccccc1	-1%	0.0%	4%
Cc1ccc(S(=O)(=O)/N=C2\C=C(NS(=O)(=O)c3ccccc3)C(=O)c3ccccc32)cc1	36µM*	-1.1%	3%
CCCCCN(C(=O)CCC(=O)OCC(=O)N1CCCCC1CC)c1c(N)n(CCCC)c(=O)[nH]c1=O (stereo unspecified)	-6%	-0.1%[50 µM]	0%
C[C@H](O)[C@@H]1C(=O)N2CCc3ccc(N4CCOCC4)cc3[C@@H]2C[C@@H]1N(C)C(=O)Nc1ccccc1	4%	-0.1%	0%
O=C(NNC(=O)c1ccc(Br)o1)c1ccc(NS(=O)(=O)c2cccs2)cc1	1%	0.4%[50 µM]	7%
COc1ccc(NC(=S)N2CCC(C(=O)c3ccc(F)cc3)CC2)cc1	-8%	-0.2%	-9%	NS5 inhibitors pilot replicate=-2.7
O=c1[nH]c2ccccc2c2ccc(Cl)cc12	0%	-0.8%	2%
CCN(C(=O)COC(=O)c1cc2c(s1)CCC(C)C2)c1c(N)n(Cc2ccccc2)c(=O)[nH]c1=O (stereo unspecified)	-6%	0.0%[50 µM]	9%
C#CCOCCOCCOCCNc1nc(N2CCN(C(=O)Cn3cc(CCO)nn3)CC2)nc(N2CCN(C(=O)[C@H](Cc3ccc(O)cc3)n3cc(CCO)nn3)CC2)n1	-5%	0.5%	0%
Cc1ccc(NC2C(=O)NC(=O)NC2=O)cc1	3%	-5.1%	10%
CC(=O)N1C2=CCCC3CCCCC23c2ccccc21 (stereo unspecified)	-8%	-2.7%	-10%
CC(C)Cn1cnc2c(Sc3c([N+](=O)[O-])ncn3C)nc(N)nc21	5%	-3.1%	8%
Cc1ccc(NC(=O)CNC(=O)c2ccc(OC(F)F)cc2)cc1S(=O)(=O)N1CCCCCC1	-1%	-0.2%[50 µM]	8%
O=C(Cc1ccc(NC(=O)C2CCCN(C(=O)C3CCCC3)C2)cc1)Nc1cccc(C(=O)N2CCCC2)c1 (stereo unspecified)	-4%	0.1%	9%	NS5 inhibitors pilot replicate=0.3
COc1ccc(C(=O)Nc2cccc(C(=O)Nc3cc(C)ccn3)c2)cc1	4%	0.2%	10%
CCOC(=O)C1=C(C(=O)OCC)N(CC2CCCCC2)CCC1=O	-7%	0.1%	7%	NS5 inhibitors pilot replicate=-2.7
O=C(CCCc1ccccn1)c1ccccc1	3%	-1.3%	2%
CS(=O)(=O)c1ccc(Cl)c(NC(=O)CN2CCN(S(=O)(=O)/C=C/c3ccccc3)CC2)c1	-9%	0.6%[50 µM]	7%
c1ccc(CNCCCNCCCCNCCCNCc2ccccc2)cc1	-2%	i	27%
Cn1c(=O)c2[nH]c(CCCc3ccc([N+](=O)[O-])cc3)nc2n(C)c1=O	22%	2.4%	5%

The final 6 records of the part above are carried over, then new ones follow.
SMILES	NS5 inhibitors	UTI89 phage lysis	MgcRacGAP inhibition	others
COc1ccc(C(=O)Nc2cccc(C(=O)Nc3cc(C)ccn3)c2)cc1	4%	0.2%	10%
CCOC(=O)C1=C(C(=O)OCC)N(CC2CCCCC2)CCC1=O	-7%	0.1%	7%	NS5 inhibitors pilot replicate=-2.7
O=C(CCCc1ccccn1)c1ccccc1	3%	-1.3%	2%
CS(=O)(=O)c1ccc(Cl)c(NC(=O)CN2CCN(S(=O)(=O)/C=C/c3ccccc3)CC2)c1	-9%	0.6%[50 µM]	7%
c1ccc(CNCCCNCCCCNCCCNCc2ccccc2)cc1	-2%	i	27%
Cn1c(=O)c2[nH]c(CCCc3ccc([N+](=O)[O-])cc3)nc2n(C)c1=O	22%	2.4%	5%
OC(Cc1ccncc1)c1ccccc1Cl (stereo unspecified)	10%	-1.5%	-3%
O=C(O)c1ccc(Oc2ccc([N+](=O)[O-])cc2)c([N+](=O)[O-])c1	0%	1.0%	-8%
O=C(NN=Cc1cc(=O)[nH]c(=O)[nH]1)c1ccncc1	-1%	1.4%	10%
Nc1ccc2c(c1)C(=O)c1ccc(Cl)cc1-2	-6%	0.8%	3%
CC(C=Cc1ccccc1)=NNS(=O)(=O)c1ccc([N+](=O)[O-])cc1	-2%	-2.1%	6%
CC(=O)Nc1c(Cl)cc2c(c1Cl)Cc1cc(N)ccc1-2	-6%	3.4%	2%
CCCCNC(=O)C(C#N)c1nc2ccccc2nc1N1CCN(Cc2ccc3c(c2)OCO3)CC1 (stereo unspecified)	23%	0.3%	1%
CC(C)Oc1cc(C(=O)N2CCC(N3CCCCC3)CC2)ccc1Nc1nnc(Cl)c(Nc2ccccc2S(C)(=O)=O)n1	-10%	0.3%	13%
COc1cccc(C(C)=C2SC(=S)NC2=O)c1	11%	0.1%	8%
CCOc1ccc(C(=O)NCC(=O)NCCSc2ccc(Br)cc2)cc1OCC	-4%	-0.1%[50 µM]	7%
Nc1cc(=O)n(Cc2ccccc2)c(=O)n1Cc1ccccc1	-5%	2.9%	4%
CCN(C(=O)COC(=O)/C=C/c1c(C)nn(-c2ccccc2)c1C)c1c(N)n(Cc2ccccc2)c(=O)[nH]c1=O	-6%	0.4%[50 µM]	1%
O=P(Cc1cccc2ccccc12)(c1ccccc1)c1ccccc1	9%	-0.8%	5%
COc1ccc2ccc3cccc[n+]3c2c1	-2%	-0.2%	12%
Cn1c(=O)[nH]c(=O)c2[nH]c(CO)nc21	-6%	-0.6%	-5%
CN(C)Cc1cccc(-c2ccccc2)c1O	1%	-2.9%	10%
C(=NN=C1c2ccccc2-c2ccccc21)c1c[nH]c2ccccc12	5%	1.0%	3%
COc1cccc(NC(=O)CN(C)C(=O)CC2CCCC2)c1	1%	0.6%[50 µM]	5%
CC(=O)Nc1cc2c(cc1Cl)-c1ccccc1C2O (stereo unspecified)	2%	-0.5%	2%
CCOC(=O)c1coc(C(=O)OCC)c1C(=O)OCC	-6%	-3.8%	4%
O=C(c1ccc([N+](=O)[O-])cc1)N(Cc1ccccc1)Cc1ccccc1	5%	-1.1%	5%
C#CC(=O)CC1(CN(Cc2ccccc2)C(=O)OC(C)(C)C)CCCCC1	-14%	0.5%	3%
CC1(C)OC1(C#N)c1ccccc1 (stereo unspecified)	-5%	-0.7%	2%
CCN(CC)CCOC(=O)c1ccc(NC(=O)CSc2nnc(-c3cccs3)n2CC)cc1	-4%	0.7%[50 µM]	10%
Cc1cccc(NC2CNC(=O)NC2=O)c1 (stereo unspecified)	-4%	-0.8%	1%

Later entries
SMILES	NS5 inhibitors	UTI89 phage lysis	MgcRacGAP inhibition	others
CCOc1ccc(NS(=O)(=O)c2cc(NC(=O)CCNC(=O)c3ccco3)ccc2OC)cc1	8%	1.2%[50 µM]	5%
CN(C(=O)c1cccc(NC(=O)Cc2cccc(NC(=O)C3CCCN(C(=O)c4ccccc4)C3)c2)c1)C1CCC1 (stereo unspecified)	5%	-0.1%	8%
CCN(CC)S(=O)(=O)c1cc(C(=O)Nc2cc(S(=O)(=O)N3CCOCC3)ccc2N2CCN(C)CC2)ccc1C	-5%	0.4%[50 µM]	3%
O=C1NC(=O)C(c2ccccc2)(c2ccc(Cl)cc2Cl)N1 (stereo unspecified)	2%	-5.1%	-3%
O=C(Nc1cccc(C(=O)N2CCCCC2)c1)C1CCC1	-5%	-0.2%	4%	NS5 inhibitors pilot replicate=0.3
O=C(COc1ccccc1)NCc1ccco1	-3%	-4.0%	2%
CCN1C=C(C(=O)c2ccccc2)C(=O)CC1	0%	0.2%	4%	NS5 inhibitors pilot replicate=-2.4
CCOC(=O)C1(C(=O)OCC)NC(=O)CC1CC(C)C (stereo unspecified)	-4%	-0.2%	0%
CSc1ncnc2ncn(C)c12	4%	-0.9%	1%
CN(C)CC1CCC/C(=C/c2ccc(Cl)cc2)C1=O (stereo unspecified)	-2%	-7.8%	2%
O=C(O)C1=C(C2CCCCC2)C(=O)c2ccccc21	1%	0.6%	4%
N#CCc1c[nH]c2ccc([N+](=O)[O-])cc12	5%	-2.8%	10%
Cc1cn([C@H]2C[C@H](O)[C@@H](CCC(=O)NCc3ccco3)O2)c(=O)[nH]c1=O	-4%	0.0%	2%	NS5 inhibitors pilot replicate=-3.9
O=c1cc(SCc2ccc(Cl)cc2Cl)nc[nH]1	5%	-0.6%	1%
COC(C(=O)C(O)C(C)O)C1Cc2cc3cc(OC4CC(OC5CC(O)C(O)C(C)O5)C(O)C(C)O4)c(C)c(O)c3c(O)c2C(=O)C1OC1CC(OC2CC(OC3CC(O)C(OC)C(C)O3)C(O)C(C)O2)C(O)C(C)O1 (stereo unspecified)	?	2.7%	16%
CCC(CC)CN1CCC(CN2C(=S)NC[C@@H]2CC(C)C)CC1	-4%	0.1%	13%	NS5 inhibitors pilot replicate=4.0
O=C(c1ccc(N2CCOCC2)c([N+](=O)[O-])c1)N1CCN(c2ccccc2)CC1	-9%	-0.5%	7%
